OX1R antag-1: OX1R (HCRTR1) antagonists, primary screen, fluorescence, CHO/OX1R cells, Fluo-8 calcium, orexin A | inhibition, % at 5 µM | AID 434989, 2010 | 330,000 tested, 0.43% active | Fluo-8 calcium fluorescence;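 active means inhibition above its plate's threshold, mean inhibition of all tested compounds on the plate plus 3 SD, cut at about 37% in these data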;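 further: 0% = orexin A challenge wells and 100% = SB-334867-A antagonist wells; not every result past the cut was called active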
Target sequence (O43613 whole entry, looked up): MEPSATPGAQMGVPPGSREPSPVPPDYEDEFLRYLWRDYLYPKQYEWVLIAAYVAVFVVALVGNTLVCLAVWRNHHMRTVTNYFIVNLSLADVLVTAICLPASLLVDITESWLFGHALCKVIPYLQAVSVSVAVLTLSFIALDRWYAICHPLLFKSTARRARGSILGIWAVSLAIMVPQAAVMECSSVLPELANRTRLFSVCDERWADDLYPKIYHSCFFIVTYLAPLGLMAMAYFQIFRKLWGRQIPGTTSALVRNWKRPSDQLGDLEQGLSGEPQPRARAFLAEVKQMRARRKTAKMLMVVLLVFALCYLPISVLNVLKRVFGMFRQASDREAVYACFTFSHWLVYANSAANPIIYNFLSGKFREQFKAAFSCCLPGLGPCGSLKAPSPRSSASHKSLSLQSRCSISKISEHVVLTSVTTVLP
OX1R antag-2: antagonists of human orexin 1 receptor (OX1R) | Orexin/Hypocretin receptor type 1 (Homo sapiens), O43613 | OX1R-expressing cells, FRET antagonist read-out | inhibition, % at 6.6 µM | 330,000 tested, 1.8% active | AID 485270, 2010; in the data active means inhibition mostly above about 38%, no sharp cut-off; inactive means mostly below about 40%;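 further: 0% = agonist challenge alone and 100% = reference antagonist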
* marks the source's active call; other numbers are inactive results; & = joins results of further samples.

SMILES	OX1R antag-1	OX1R antag-2
Cc1ccccc1Cn1c(=O)n(CCC(=O)NCc2ccc3c(c2)OCO3)c(=O)c2ccccc21	-30	0
CC1(C)CC(N2CCCC2)=CC(=[N+]2CCCC2)C1	-7	10
O=C(NCC1CCCO1)C(c1cccs1)N(Cc1ccccc1Cl)C(=O)c1ccc(-c2ccccc2)[nH]1 (configuration not stated)	-14	26
CN(C)C(CNS(=O)(=O)c1ccc(Br)cc1)c1cccnc1 (configuration not stated)	-22	31
CC1Sc2ccc(S(=O)(=O)CCC(=O)NC3CCCCC3C)cc2NC1=O (configuration not stated)	-27	-2
COc1ccc(CN(Cc2ccc(OC)cc2)C(=O)c2cccs2)cc1	-41	5
CCOC(=O)Cc1nc(-c2cccc(C(F)(F)F)c2)no1	-1	9
Cc1cc(C)cc(N(CC(=O)NC2CCCC2)C(=O)CCC(=O)Nc2nccs2)c1	-16	13
Cc1ccc(SC(C)C(=O)O/N=C(\N)c2ccncc2)cc1 (configuration not stated)	-7	13
COC(=O)C1=CN(Cc2cccs2)C=C(C(=O)OC)C1c1cccc(O)c1	-31	13
N#CCSc1nnc(COc2cccc3ccccc23)n1-c1cccc(Cl)c1	-21	3
COC(=O)c1ccccc1OCCCOc1ccc(C)cc1OC	-21	7
COc1cc(/C=C(\C#N)C(N)=O)ccc1OCc1c(C)no[n+]1[O-]	-6	2
Cc1ccc(-c2csc3ncnc(Oc4ccc5c(C)cc(=O)oc5c4)c23)cc1	-35	14
O=C(CNC(=O)c1ccco1)N=Nc1c(O)[nH]c2ccc([N+](=O)[O-])cc12	-3	63*
CCCCNC(=O)C1CC(c2ccccc2[N+](=O)[O-])=NO1 (configuration not stated)	-1	15
O=C(COC(=O)c1cccc2c1C(=O)c1ccccc1C2=O)NC1CCCCC1	-20	22
O=C(NCc1ccccc1Cl)C1CCN(S(=O)(=O)c2ccc(-n3cnnn3)cc2)CC1	-23	16
Cn1c(CNC(=O)c2ccco2)nnc1SCC(=O)Nc1cccc(F)c1	1	15
Cc1ccc(NC(=O)c2ccccc2NS(=O)(=O)c2ccc(Cl)s2)cc1S(=O)(=O)N1CCOCC1	21	63*
CC(OC(=O)C1CCCCC1)C(=O)Nc1ccc(S(N)(=O)=O)cc1 (configuration not stated)	6	10
COc1cc(OC)c(OC)cc1CN1CCN(C(=O)c2cccc3ccccc23)CC1	-25	7
Cc1ccc(S(=O)(=O)NCCC(=O)O)cc1	-8	17
CCc1cc2c(NCC3CCCO3)nc(C)nc2s1 (configuration not stated)	-25	27
COC(CN(C)C(=O)c1cn(C)c2ccc(S(=O)(=O)N(C)C3CCCCC3)cc2c1=O)OC	-4	1
COc1cc(CN(C2CC2)S(=O)(=O)c2ccccc2Br)cc(OC)c1	16	28
COc1nc(NC(=O)c2ccc(F)cc2)nc(OC)c1-c1ccccc1	-14	44
COc1cc(C)c(C(=O)Oc2cc(C)c(C(=O)O)c(O)c2)c(O)c1	1	11
CC(=O)Oc1ccc(-n2c(=O)c3ccccc3c3ccccc3c2=O)cc1	0	2
CN(CC(=O)Nc1ccccc1Cl)C(=O)COC(=O)CSc1ccc(F)cc1	-14	0
CN(C)c1ccc(NC(=O)c2cccc(N3C(=O)C4C5C=CC(C5)C4C3=O)c2)cc1 (configuration not stated)	-16	10
O=C(Cn1c(C(F)(F)F)nc2ccccc21)c1ccc(F)cc1	-15	19
CN1CCN(C(=O)CSc2nc(-c3ccncc3)ccc2C#N)CC1	-11	37
CCCCC(=O)Nc1ccc(C(=O)Nc2ccc(OC)cc2[N+](=O)[O-])cc1	24	32
CCCN(CCC)S(=O)(=O)c1ccc(C(=O)Nc2c(C)n(C)n(-c3ccccc3)c2=O)cc1	6	18
Cn1cccc1C(=O)OCC(=O)Nc1cccc(S(=O)(=O)N2CCOCC2)c1	-13	-4
CN(c1ccc(C(=O)N2CCCCCC2)cc1)S(=O)(=O)c1ccc(Cl)cc1	-7	17
CCC(C)NC(=O)c1cn(CC)c2ccc(S(=O)(=O)N3CCCCC3)cc2c1=O (configuration not stated)	-21	7
O=C(NN=C1CCC(c2ccccc2)CC1)c1cc2c(s1)CCCC2 (configuration not stated)	-23	37
CCOc1cc(C2C(C#N)=C(N)SC(N)=C2C#N)ccc1OCCN1CCOCC1	-5	8
C[C@H](CCC(=O)NCC(=O)O)[C@H]1CC[C@H]2[C@@H]3[C@H](O)C[C@@H]4C[C@H](O)CC[C@]4(C)[C@H]3C[C@H](O)[C@]12C	-5&3&2	16&13&24
Cn1ccsc1=NC(=O)c1ccc(CS(C)(=O)=O)cc1	-14	26
COC(=O)c1ccccc1NC(=O)CSc1nccc(C)n1	-15	6
O=C(CCCN=C1NS(=O)(=O)c2ccccc21)OCC(=O)c1ccc(F)c(F)c1	-5	15
Cc1ccccc1-n1nc(C)c2c1N=C1C(Cl)=CC(Cl)=CN1C2c1ccc(C(=O)O)cc1 (configuration not stated)	-3	19
CC1CCCCC1NC1=NCCS1 (configuration not stated)	-12	6
CCCCOc1ccc(C(=O)N/C(=C/C=C/c2ccccc2)C(=O)NCCCO)cc1	-17	-1
CC1CCCC(C)N1C(=O)CSc1nnc(COc2ccc(F)cc2)o1 (configuration not stated)	-22	9
CCN(C(=O)c1ccnc(C(C)(C)C)c1)c1ccccc1	-19	20
Cn1nnc(NC(=O)c2ccc(Br)o2)n1	-4	6

Next part.
SMILES	OX1R antag-1	OX1R antag-2
CC(C)C(NC(=O)c1ccc(C(C)(C)C)cc1)C(=O)NCC(c1ccccc1)N(C)C (configuration not stated)	-19	8
Cc1sc2nc(COC(=O)c3ccc(O)cc3)[nH]c(=O)c2c1C	-21	12
CCCN(C(=O)CSc1ncccn1)C1CCS(=O)(=O)C1 (configuration not stated)	-9	0
Cc1onc(-c2c(F)cccc2Cl)c1C(=O)NCCc1ccc(S(N)(=O)=O)cc1	0	15
COc1ccc(NC(=O)CS(=O)c2ccc(Cl)c(Cl)c2)cc1 (configuration not stated)	-12	13
CC1CCc2nn(CC(=O)NCc3ccc(F)cc3)cc2C1 (configuration not stated)	-20	9
O=S(=O)(c1ccccc1)N1c2cc(Cl)ccc2Oc2nc3ccccc3nc21	-24	9
CC1CCCN(S(=O)(=O)c2cccc(C(=O)NCc3ccco3)c2)C1 (configuration not stated)	-11	0
Cc1ccccc1C(=O)N1CC(=O)Nc2ccc(F)cc2C1c1ccc(F)cc1 (configuration not stated)	17	-4
CC(=O)N(NC(=O)c1ccc(C)cc1)C1CC(=O)N(c2ccccc2Cl)C1=O (configuration not stated)	-16	13
CCOc1ccc(N2CC(C(=O)Oc3ccccc3)CC2=O)cc1 (configuration not stated)	1	15
COc1ccc2oc(C)c(C(=O)c3ccc([N+](=O)[O-])cc3)c2c1	-16	25
COc1ccc(NC2CCCN(C(=O)CCc3ccccc3F)C2)cc1 (configuration not stated)	-27	12
COc1ccc(/C=C/C(=O)Nc2c(C)nn(C)c2C)cc1COc1ccc(Cl)cc1Br	-25	14
COc1cc([N+](=O)[O-])cc(/C=N/NC(=O)c2cc(-c3ccccc3)nc3ccccc23)c1O	-2	14
Cc1ccc(-c2c(C(=O)N/N=C/C3CCCCC3)nnn2-c2nonc2N)cc1	-15	34
COc1ccc(-c2nc3cccc(C)n3c2NCc2ccco2)cc1OC	-31	14
COc1ccccc1C(CC(=O)O)NS(=O)(=O)c1ccc2c(c1)N(C(C)=O)CC(C)O2 (configuration not stated)	-2	10
O=C(CSc1nc2ccsc2c(=O)n1Cc1ccccc1)NCc1ccco1	-4	17
Clc1ccc(Cn2ncc3c(NCc4ccccc4)ncnc32)cc1	-17	3
C=CCn1c(C(O)c2ccccc2)nc2ccccc21 (configuration not stated)	-10	2
CC(C)N1CCC(NC(=O)Nc2ccc3c(c2)OCO3)CC1	-3	9
C=CCSc1nccc(=O)[nH]1	0	20
c1ccc(C(c2ccccc2)c2noc(CN3CCN(CC4CC4)CC3)n2)cc1	-23	16
CCOC(=O)c1cc2c3ccccc3n(CC)c2nc1N	-21	12
COc1ccc(-c2nc3ccccc3nc2-c2ccc(OC)c(OC)c2)cc1OC	-24	8
Cc1ccc(CNc2nc3ccccc3n2C)o1	-8	12
O=C(Nc1ncccn1)c1ccc([N+](=O)[O-])cc1[N+](=O)[O-]	-12	73*
COc1ccc(O)c(/C=N/NC(=O)c2c(C)nnn2-c2nonc2N)c1	-27	27
O=S(=O)(Nc1ccccc1Cl)c1cc(NC(=S)NCCN2CCOCC2)ccc1Cl	-14	20

17 consecutive compounds already listed:
SMILES	OX1R antag-1	OX1R antag-2
CCOc1ccc(N2CC(C(=O)Oc3ccccc3)CC2=O)cc1 (configuration not stated)	1	15
COc1ccc2oc(C)c(C(=O)c3ccc([N+](=O)[O-])cc3)c2c1	-16	25
COc1ccc(NC2CCCN(C(=O)CCc3ccccc3F)C2)cc1 (configuration not stated)	-27	12
COc1ccc(/C=C/C(=O)Nc2c(C)nn(C)c2C)cc1COc1ccc(Cl)cc1Br	-25	14
COc1cc([N+](=O)[O-])cc(/C=N/NC(=O)c2cc(-c3ccccc3)nc3ccccc23)c1O	-2	14
Cc1ccc(-c2c(C(=O)N/N=C/C3CCCCC3)nnn2-c2nonc2N)cc1	-15	34
COc1ccc(-c2nc3cccc(C)n3c2NCc2ccco2)cc1OC	-31	14
COc1ccccc1C(CC(=O)O)NS(=O)(=O)c1ccc2c(c1)N(C(C)=O)CC(C)O2 (configuration not stated)	-2	10
O=C(CSc1nc2ccsc2c(=O)n1Cc1ccccc1)NCc1ccco1	-4	17
Clc1ccc(Cn2ncc3c(NCc4ccccc4)ncnc32)cc1	-17	3
C=CCn1c(C(O)c2ccccc2)nc2ccccc21 (configuration not stated)	-10	2
CC(C)N1CCC(NC(=O)Nc2ccc3c(c2)OCO3)CC1	-3	9
C=CCSc1nccc(=O)[nH]1	0	20
c1ccc(C(c2ccccc2)c2noc(CN3CCN(CC4CC4)CC3)n2)cc1	-23	16
CCOC(=O)c1cc2c3ccccc3n(CC)c2nc1N	-21	12
COc1ccc(-c2nc3ccccc3nc2-c2ccc(OC)c(OC)c2)cc1OC	-24	8
Cc1ccc(CNc2nc3ccccc3n2C)o1	-8	12

Next structures.
SMILES	OX1R antag-1	OX1R antag-2
Cc1cc(NC(=O)c2nn3cccnc3c2Cl)no1	6	19
C[C@H]1[C@H](C)CC[C@]2(C)CC[C@]3(C)C(=CC(=O)C4[C@@]5(C)CC[C@H](O)C(C)(C)C5CC[C@]43C)[C@H]12 (some centres not stated)	-27	-1
COc1ccc(NC(=O)c2cc3ccccc3cc2O)cc1	-29	25
CCCCC1=CC2=CC(=O)C(C)(OC(=O)CC)C(=O)C2=CN1CCOC (configuration not stated)	0	39
O=C(c1ccccc1)c1ccc(N2CCCC2)cc1	-36	8
CCc1cc2c3c(c(=O)oc2cc1OC)CCCC3	-24	5
Cc1cccc(-n2c(C)nc3cc(C(=O)NCC4CCCO4)ccc32)c1 (configuration not stated)	-7	-5
O=C(COc1ccc(Cl)cc1)OCC(=O)N1CCCC1	-2	15
CSCC[C@H](NC(=O)[C@@H]1CSC2c3ccccc3C(=O)N21)C(=O)NC1CCCC1 (some centres not stated)	-21	17
Cc1ncc(CN2CCC(C(=O)Nc3ccc(-n4cccn4)cc3)CC2)s1	-20	20
CSCCC(NS(=O)(=O)c1ccccc1F)C(=O)NC(C)c1ccccc1 (configuration not stated)	-23	9
O=C(NC1CCCCC1)C(c1ccco1)N(C(=O)c1csnn1)c1ccc(Cl)cc1 (configuration not stated)	-29	14
CCc1nnc(NC(=O)c2ccc(S(=O)(=O)N3CCCCCC3)cc2)s1	-5	2
O=C(NCc1cccs1)C12CC3CC(CC(C3)C1)C2	-2	18
Cn1c(CSc2nc3ccccc3s2)nnc1SCC(=O)NCCCN1CCOCC1	-17	20
Cc1ccccc1-c1nn(-c2ccccc2)cc1C(=O)NCC(c1ccco1)N1CCCC1 (configuration not stated)	-25	9
O=C(CNC(=O)c1ccco1)N/N=C/c1ccc(O)c([N+](=O)[O-])c1	-3	30
Cc1cc(OC(C)C(=O)NCC2CCC(C(=O)O)CC2)c2c(C)c(Cc3ccccc3)c(=O)oc2c1 (configuration not stated)	-14	13
Cc1ccccc1S(=O)(=O)N1[C@@H](c2ccc(F)cc2)C(C(=O)O)=CC[C@H]1c1ccc(Cl)cc1	-18	43
COc1ccc(OC)c(NC(=O)C(=O)NCc2ccncc2)c1	-6	5
Cc1cccc(N/C=C(\[N+](=O)[O-])S(=O)(=O)c2ccccc2)c1	11	23
COc1cc(C)c(NC(=S)Nc2cccc(Cl)c2)cc1OC	1	10
COC(=O)C1=C(C(=O)OC)SC(=C2C(=S)C(C)(C)N(C(=O)C(C)C)c3ccccc32)S1	-33	16
Cn1cnnc1SCc1ccc(C#N)cc1Cl	5	9
Clc1ccc(Oc2nc(N3CCOCC3)nc(N3CCOCC3)n2)cc1	-13	1
COc1ccc2[nH]c3c(c2c1)CCN1C(=O)C(CC(=O)NCC24CC5CC(CC(C5)C2)C4)C[C@H](C(=O)N(C(C)C)C(C)C)[C@@]31C (some centres not stated)	-56	17
Fc1ccc(NC(=S)Nc2cccc(Cl)c2)cc1	-14	13
NC(=O)c1ccccc1NCC(=O)c1ccc(F)cc1	-20	4
CCc1ccc(NC(=O)Nc2ccon2)cc1	-17	4
COC(=O)CNC(=O)CCc1nnc(C2(c3ccc(Cl)cc3)CCC2)o1	-30	0

Some of these compounds in order of their number in OX1R antag-2, highest first.
molecule	OX1R antag-1	OX1R antag-2
O=C(Cn1c(C(F)(F)F)nc2ccccc21)c1ccc(F)cc1	-15	19
O=C(NCc1cccs1)C12CC3CC(CC(C3)C1)C2	-2	18
Cc1cc(OC(C)C(=O)NCC2CCC(C(=O)O)CC2)c2c(C)c(Cc3ccccc3)c(=O)oc2c1 (configuration not stated)	-14	13

Additional structures follow.
SMILES	OX1R antag-1	OX1R antag-2
O=C(c1cccn(Cc2ccc(C(F)(F)F)cc2)c1=O)N1CCOCC1	-22	8
COc1ccc(-c2nn(-c3ccccc3)cc2C(N)=O)cc1OC	-26	9
CCc1cc2c(-c3ccccc3)cc(=O)oc2cc1OCC(C)=O	-27	13
CC(C)C(=O)NC(C)C(c1cccs1)N1CCN(c2ccccc2)CC1 (configuration not stated)	-18	11

Screens deposited in PubChem BioAssay by The Scripps Research Institute Molecular Screening Center.
